Screening data deposited in PubChem BioAssay by The Scripps Research Institute Molecular Screening Center.
GPR151 ag: activators of human GPR151, primary screen, cell-based, PathHunter beta-arrestin, luminescence | activation, % at 11.2 µM | actives 1% (n = 650,000) | G-protein coupled receptor 151 (Homo sapiens), Q8TDV0 | PathHunter beta-arrestin GPR151 cells | AID 1508602, 2020; in the data active means activation above about 4.9%;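 further: 0% = median of compound wells and 100% = cells with positive control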
Target sequence (Q8TDV0 whole entry, looked up): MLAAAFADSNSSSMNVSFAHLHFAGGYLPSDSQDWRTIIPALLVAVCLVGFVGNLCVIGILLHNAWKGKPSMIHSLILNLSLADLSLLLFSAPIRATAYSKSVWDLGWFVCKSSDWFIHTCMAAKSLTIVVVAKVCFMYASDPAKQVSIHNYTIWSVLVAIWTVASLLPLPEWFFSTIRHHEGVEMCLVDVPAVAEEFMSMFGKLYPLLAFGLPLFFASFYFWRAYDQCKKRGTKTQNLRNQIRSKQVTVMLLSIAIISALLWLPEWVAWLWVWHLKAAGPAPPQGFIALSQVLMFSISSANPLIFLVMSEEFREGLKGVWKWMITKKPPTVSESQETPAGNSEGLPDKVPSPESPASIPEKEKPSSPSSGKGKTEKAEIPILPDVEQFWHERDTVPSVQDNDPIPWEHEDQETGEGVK
FBW7 activator: FBW7 E3 ligase activators, primary screen, biochemical, AlphaScreen, human. F-box/WD repeat-containing protein 7 (Homo sapiens), Q969H0. AlphaScreen FBW7–phospho-cyclin E peptide binding, activator screen. normalized activity (activation), % at 26.1 µM. actives 0.13% (n = 650,000); in the data active means normalized activity above about 1.9%;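 further: purified mutant Fbw7 with reduced substrate affinity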
MITF inh: MITF inhibitors, primary screen, biochemical, AlphaScreen, human; Microphthalmia-associated transcription factor (Homo sapiens), O75030; AlphaScreen MITF homodimerization, bead proximity signal; inhibition, % at 2.6 µM; actives 0.91% (n = 650,000); AID 1259374, 2018; in the data active means inhibition above about 50%;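 further: 0% = vehicle wells with protein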
Target sequence (O75030 whole entry, looked up): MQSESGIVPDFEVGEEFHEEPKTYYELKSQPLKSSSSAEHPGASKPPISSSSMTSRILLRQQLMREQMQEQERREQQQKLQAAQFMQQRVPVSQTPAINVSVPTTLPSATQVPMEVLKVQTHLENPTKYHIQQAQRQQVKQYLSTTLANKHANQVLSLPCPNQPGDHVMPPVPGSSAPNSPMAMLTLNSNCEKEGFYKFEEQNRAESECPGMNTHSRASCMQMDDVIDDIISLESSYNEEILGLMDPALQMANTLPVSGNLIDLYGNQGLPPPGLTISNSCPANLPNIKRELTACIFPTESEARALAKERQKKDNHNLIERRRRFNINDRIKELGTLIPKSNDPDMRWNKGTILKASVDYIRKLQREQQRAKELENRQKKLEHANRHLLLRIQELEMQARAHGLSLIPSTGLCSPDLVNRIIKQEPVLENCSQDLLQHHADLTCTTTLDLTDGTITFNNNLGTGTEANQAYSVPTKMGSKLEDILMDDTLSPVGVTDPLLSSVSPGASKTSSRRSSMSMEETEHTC
TEAD-YAP inh: TEAD-YAP interaction inhibition, primary screen, TEAD-YAP interaction inhibitor project, luminescence, HEK-TIYL cells | TEAD-Gal4/YAP UAS-luciferase luminescence | inhibition, % at 9.12 µM | actives 1.4% (n = 640,000) | AID 1259422, 2018; in the data active means inhibition above about 32%;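 further: 0% = median of test compound wells and 100% = reference inhibitor wells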
* marks the source's active call; other numbers are inactive results; . = not tested or not shown. Compounds as they come; 3.5% or so of the library scored in one or more.

1) O=C(c1cccs1)N1CCN(c2c3c(nc4ncnn24)CCC3)CC1
2) CCc1ccccc1-n1c(SCC(=O)N2CCOCC2)nnc1-c1ccccn1
3) CC(C)OCCCNC(=O)c1ccc(/C=C2\Oc3ccccc3N(C)C2=O)cc1
4) COCCCNC(=O)c1ccc(CS(=O)(=O)c2ccc(Br)cc2)o1
5) CC1CCN(C(=O)Cn2cnc3c(cnn3-c3ccccc3)c2=O)CC1
6) O=C1CCC(=O)N1c1nc2ccccc2s1
assay / entry	1	2	3	4	5	6
GPR151 ag	-0.4	-0.6	0.1	0.6	-1.3	-0.5
FBW7 activator	0.0	0.0	0.3	0.9	0.1	-0.1
MITF inh	17	22	-2	7	-14	-4
TEAD-YAP inh	-3	-1	-5	6	-3	-2

Limited to TEAD-YAP inh and GPR151 ag, for some of the entries so far:
cpd | SMILES | TEAD-YAP inh | GPR151 ag
1 | O=C(c1cccs1)N1CCN(c2c3c(nc4ncnn24)CCC3)CC1 | -3 | -0.4
2 | CCc1ccccc1-n1c(SCC(=O)N2CCOCC2)nnc1-c1ccccn1 | -1 | -0.6
3 | CC(C)OCCCNC(=O)c1ccc(/C=C2\Oc3ccccc3N(C)C2=O)cc1 | -5 | 0.1

Other structures follow.
7) CC(C)CC1(C)NC(=O)N(CCN2C(=O)c3ccccc3C2=O)C1=O (stereo not given)
8) COCc1[nH]nc2c1C(c1cccs1)C(C#N)=C(N)O2 (stereo not given)
9) Cc1cccn2c(=O)c3cc(C(=O)N4CCOCC4)n(C)c3nc12
10) COCCN1C(=O)c2[nH]nc(-c3ccccc3O)c2C1c1ccc(F)cc1 (stereo not given)
11) Cc1cccc(-n2[nH]nnc2=S)c1
12) COc1cc(/C=N/NC(=O)C(OC)c2ccccc2)ccc1C (stereo not given)
assay / entry	7	8	9	10	11	12
GPR151 ag	-1.7	0.3	1.6	0.6	1.0	0.2
FBW7 activator	0.0	-0.1	0.1	0.1	0.3	-0.1
MITF inh	9	11	7	-2	14	-3
TEAD-YAP inh	-3	-3	6	9	-6	1

13) COc1ccc(CCNC(=O)C(=O)NCCc2ccccc2)cc1
14) Brc1cc(Br)c2c(c1)C=C1CCCCCC1(N1CCOCC1)O2 (stereo not given)
15) Cn1cnnc1Sc1ccc(S(=O)(=O)N2CCCC2)cc1[N+](=O)[O-]
16) COc1ccc(NC(=O)c2cc3nc(-c4ccc(Cl)cc4)cc(C(F)(F)F)n3n2)c(OC)c1
17) COc1ccc(OCc2cc(C(=O)NCC(C)(C)N3CCOCC3)no2)c(Cl)c1
18) CCc1c(OCCCCCC(C)(C)c2nn[nH]n2)cc(O)cc1C(C)=O
assay / entry	13	14	15	16	17	18
GPR151 ag	-0.3	-0.3	3.0	-1.5	-0.9	-1.3
FBW7 activator	0.0	0.0	0.0	0.0	0.1	.
MITF inh	1	-5	5	-9	8	16
TEAD-YAP inh	6	-11	0	3	-3	.

19) O=C1CCCCN1CC(=O)N1CCc2c([nH]c3ccccc23)C1C1CCCCC1 (stereo not given)
20) CN1CCN(C2=Nc3cc(Cl)ccc3N(NC=O)c3ccccc32)CC1
21) O=C1C2C3C=CC(C3)C2C(=O)N1CCN1CCN(S(=O)(=O)/C=C\c2ccccc2)CC1 (stereo not given)
22) Cc1ccc(Oc2ccc(N(C)C(=O)c3cccc(F)c3)cc2)nn1
23) CCOc1ccc(OC(=O)c2ccc(OC)c([N+](=O)[O-])c2)cc1
24) CC1(C)Cc2c(sc3ncn(N)c(=N)c23)CO1
assay / entry	19	20	21	22	23	24
GPR151 ag	-1.7	0.5	1.0	-0.1	-1.5	-1.0
FBW7 activator	0.0	0.2	-0.1	-0.2	0.1	-0.2
MITF inh	0	-6	-5	-5	17	22
TEAD-YAP inh	7	0	-9	9	-2	6

Quoted from the listing:
Result for #24 under FBW7 activator: -0.2
Result for #23 under TEAD-YAP inh: -2

Continued.
25) COc1c(F)c(F)c(/C=C/C(=O)O)c(F)c1F
26) Cc1c(Nc2nc3nonc3nc2Nc2c(C)n(C)n(-c3ccccc3)c2=O)c(=O)n(-c2ccccc2)n1C
27) Oc1ccc2ccccc2c1/C=N/Nc1nnnn1-c1cccc2ccccc12
28) COc1ccc(S(=O)(=O)Oc2ccc(C=C3C(=O)NC(=O)NC3=O)cc2OC)cc1
29) CCn1cc(C(=O)N2CC(C)CC(C)C2)c(=O)c2cc(S(=O)(=O)N(C)C)ccc21 (stereo not given)
30) Cc1ccc(N2C(=S)NC3c4cc(Cl)ccc4OC2(C)C3C(=O)Nc2ccc(C)cc2C)cc1 (stereo not given)
assay / entry	25	26	27	28	29	30
GPR151 ag	-1.5	1.2	1.5	0.4	-0.5	0.4
FBW7 activator	0.6	0.1	0.1	-0.3	0.0	-0.1
MITF inh	20	-44	15	7	0	16
TEAD-YAP inh	11	3	9	53*	-15	9

31) COCCn1c(=NC(=O)c2ccco2)sc2cc(Br)ccc21
32) COc1cc(C(=O)NN2CC(O)=C(c3nc4ccccc4[nH]3)C2=N)cc(OC)c1OC
33) COc1ccc(C2=NN(CC(=O)NCCc3cccc(C)c3)C(=O)CC2)cc1
34) COc1cc(/C=C2/SC(=Nc3ccccc3)NC2=O)cc(OC)c1
35) CN1CCN(C(=O)c2cccc(I)c2)CC1
36) CCn1cc(C(=O)N2C[C@H](C(=O)OC)[C@@H](c3ccccc3F)C2)cn1
assay / entry	31	32	33	34	35	36
GPR151 ag	1.7	-1.2	0.4	1.7	0.7	0.4
FBW7 activator	-0.1	0.2	0.3	0.0	-0.2	0.0
MITF inh	6	14	13	2	-9	2
TEAD-YAP inh	-18	-1	7	13	-5	-4

37) Cc1ccccc1NCc1c(C)[nH]c2ccccc2c1=O
38) COC(=O)c1sc2ccccc2c1NC(=O)c1ccc(C(C)(C)C)cc1
39) O=C(CSc1ncc(-c2cccc(Br)c2)o1)Nc1ccc(F)cc1F
40) COc1ccc(NC(C)=O)cc1NC(=O)CCNC(=O)c1ccccc1
41) COc1ccc(C(=O)Nc2cc(C(=O)N3CCN(c4cccc(C)c4)C(C)C3)ccc2N2CC3CC(C2)c2cccc(=O)n2C3)cc1 (stereo not given)
42) COc1cccc(NS(=O)(=O)c2cccc(C(=O)Nc3ccc([N+](=O)[O-])cc3)c2)c1
assay / entry	37	38	39	40	41	42
GPR151 ag	0.5	1.0	9.3*	-0.2	-0.2	-1.6
FBW7 activator	-0.1	0.1	-0.1	-0.1	-0.1	-0.1
MITF inh	-2	-4	-3	5	18	0
TEAD-YAP inh	-1	-4	6	7	5	-1

43) O=C(CN(Cc1ccccc1)S(=O)(=O)c1ccc(Br)cc1)Nc1ccccc1Cl
44) c1ccc(CSc2ccc(-c3ccc(-n4ccnc4)cc3)nn2)nc1
45) COc1ccc(-c2cc3ncc(C#N)c(N)n3n2)cc1
46) CCCNC(=O)c1cncc(Nc2ncccn2)c1
47) Cc1cccc(-n2c(SCC(=O)N3CCCC3)nnc2-c2ccccn2)c1C
48) Cc1cccn2c(=O)c3cc(C(=O)NCC4CCCO4)sc3nc12 (stereo not given)
assay / entry	43	44	45	46	47	48
GPR151 ag	6.0*	-0.5	-1.9	-1.3	0.4	0.1
FBW7 activator	0.1	-0.1	0.2	0.1	-0.1	-0.1
MITF inh	-5	10	8	-5	5	1
TEAD-YAP inh	-2	-20	-32	-15	2	2

6 entries already listed, arranged by molecular weight, highest first:
14) Brc1cc(Br)c2c(c1)C=C1CCCCCC1(N1CCOCC1)O2 (stereo not given)
4) COCCCNC(=O)c1ccc(CS(=O)(=O)c2ccc(Br)cc2)o1
10) COCCN1C(=O)c2[nH]nc(-c3ccccc3O)c2C1c1ccc(F)cc1 (stereo not given)
44) c1ccc(CSc2ccc(-c3ccc(-n4ccnc4)cc3)nn2)nc1
22) Cc1ccc(Oc2ccc(N(C)C(=O)c3cccc(F)c3)cc2)nn1
23) CCOc1ccc(OC(=O)c2ccc(OC)c([N+](=O)[O-])c2)cc1
assay / entry	14	4	10	44	22	23
GPR151 ag	-0.3	0.6	0.6	-0.5	-0.1	-1.5
FBW7 activator	0.0	0.9	0.1	-0.1	-0.2	0.1
MITF inh	-5	7	-2	10	-5	17
TEAD-YAP inh	-11	6	9	-20	9	-2

(listing goes on)
49) CC1=C(C(=O)Nc2cccnc2)C(c2ccccc2C(F)(F)F)C2=C(CCCC2=O)N1 (stereo not given)
50) CCOc1ccc(C(=O)Nc2ccc3oc(-c4ccc(F)cc4)nc3c2)cc1Cl
51) COc1ccc(/C=C/C(=O)OCC(=O)C(C)(C)C)c(OC)c1
52) O=C1c2cccc3cccc(c23)C(=O)N1c1ccc(Br)cn1
53) CC(C)(C)c1ccc(Oc2ccc(N3C(=O)C4CC=CCC4C3=O)cc2)cc1 (stereo not given)
54) Cc1cc2c(c(=O)o1)C(c1cc(Br)cs1)C(C#N)=C(N)O2 (stereo not given)
assay / entry	49	50	51	52	53	54
GPR151 ag	4.4	2.3	0.1	1.7	3.4	-0.3
FBW7 activator	1.2	0.0	-0.2	0.1	0.1	-0.1
MITF inh	7	-14	5	-3	-4	6
TEAD-YAP inh	-1	-15	2	-3	2	-1

55) O=C1OC(c2ccc(Br)cc2)=N/C1=C/c1ccc([N+](=O)[O-])cc1
56) Cc1nccn1-c1c([N+](=O)[O-])c(=O)n(C)c2ccccc12
57) Cc1cccc(OCC(=O)Nc2ccc(-c3ccc(NC(=O)COc4cccc(C)c4)cc3)cc2)c1
58) CCN(CC)c1nc(N)c2c(N)nc3c(c2c1C#N)CC(=O)N3c1ccc(C)cc1
59) c1ccc2c(N3CCCCC3)nnc(N3CCCCC3)c2c1
60) CCOC(=O)c1c(NC(=O)c2cc(Cl)ccc2[N+](=O)[O-])sc2c1CCC2
assay / entry	55	56	57	58	59	60
GPR151 ag	0.5	0.0	0.7	-1.6	-0.5	-0.1
FBW7 activator	0.4	-0.1	-0.1	-0.5	0.0	0.0
MITF inh	19	-5	-1	5	7	9
TEAD-YAP inh	-13	-3	8	15	-3	0

61) Cc1cccc(CSc2nc(C)nc3c2c(=O)n(C)c(=O)n3C)c1
62) Cc1ccc(NC(=O)C2CC=CCC2C(=O)OC(C)C)cc1 (stereo not given)
63) COc1ccc(OC)c(S(=O)(=O)N(C)CC(=O)N2CCCC2)c1
64) COc1ccc(C(=O)N/C(=C\c2ccc(F)cc2)C(=O)Nc2ccc([N+](=O)[O-])cc2)cc1
65) COc1ccc(-c2nn3c(COc4cccc(C)c4)nnc3s2)cc1
66) COc1ccc(-c2noc(-c3ccccc3C(=O)N3CCCC3)n2)cc1OC
assay / entry	61	62	63	64	65	66
GPR151 ag	0.4	-1.1	0.3	0.2	0.8	-0.9
FBW7 activator	0.1	0.0	-0.1	-0.1	-0.5	-0.2
MITF inh	4	12	-1	9	-1	9
TEAD-YAP inh	8	6	-2	18	7	0

67) CCSc1sc(CC)cc1C1C(C(=O)Nc2cccc(F)c2)=C(C)NC2=C1C(=O)CCC2 (stereo not given)
68) Nc1nc(-c2ccc3c(c2)CCO3)cs1
69) CC1CN(CCOc2ccc(Cl)cc2Br)CC(C)O1 (stereo not given)
70) Cc1ccc(N2NC3(CCCCC3)NC2=S)cc1C
71) COc1ccccc1-n1cc(-c2ccc([N+](=O)[O-])cc2)[nH]c1=S
72) COCCn1c(SCC(=O)NCc2ccc(OC)cc2)nnc1-c1ccccc1
assay / entry	67	68	69	70	71	72
GPR151 ag	0.5	-0.7	0.0	1.9	0.8	-1.7
FBW7 activator	0.0	-0.1	0.0	0.0	0.0	-0.2
MITF inh	-11	2	39	6	18	-17
TEAD-YAP inh	1	-26	0	-5	4	11

Reprinted at random: two entries already listed, in no set order.
71) COc1ccccc1-n1cc(-c2ccc([N+](=O)[O-])cc2)[nH]c1=S
68) Nc1nc(-c2ccc3c(c2)CCO3)cs1
assay / entry	71	68
GPR151 ag	0.8	-0.7
FBW7 activator	0.0	-0.1
MITF inh	18	2
TEAD-YAP inh	4	-26

(more compounds)
73) CC(=O)C(C)n1c(CN2CCOCC2)nc2c1c(=O)[nH]c(=O)n2C (stereo not given)
74) O=C(CSc1nc2sc3c(c2c(=O)[nH]1)CCCC3)NCCN1CCOCC1
75) CCCCN(CC)C(=O)c1c[nH]c2ccc(S(=O)(=O)N(C)CCC#N)cc2c1=O
76) CCOC(=O)C1=CN(Cc2ccc(OC)c(OC)c2)C=C(C(=O)OCC)C1c1ccc(Cl)cc1
77) O=C1CCCN1CCCNc1nccc(NC2CCN(Cc3ccccc3)CC2)n1
78) O=c1[nH]c(CSc2ncccn2)nc2ccccc12
79) O=C(Nc1ccc(Br)cc1)c1ccc(NC(=O)C2CCCO2)cc1 (stereo not given)
80) O=C(Nc1ccc(F)cc1)c1ccccc1CCc1ccccc1
assay / entry	73	74	75	76	77	78	79	80
GPR151 ag	0.4	-1.5	0.7	-0.2	1.3	0.7	-0.8	-0.9
FBW7 activator	-0.1	0.0	0.1	0.3	0.1	0.1	-0.2	-0.1
MITF inh	2	-1	11	-21	4	-1	5	1
TEAD-YAP inh	6	-2	18	-14	10	-21	-17	-6
